# KCNH2 3.1 block = inhibitors of human KCNH2 3.1 potassium channel isoform. U2OS KCNH2 3.1, thallium flux FluxOr; active compounds read low. activity change, % (tested at about 1.8 µM). actives 0.95% (n = 340,000). AID 720553;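 active = maximum activity change below -70%; inconclusive = maximum activity change from -70% to -50%; inactive = maximum activity change above -50%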;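 also: thallium influx rate constant from kinetic fluorescence after stimulation buffer; % is scaled to controls: 0 for no effect and ±100 for the full control effect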
#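 Steps: virus added to U2OS suspension (4 h, RT, dark); medium with 10% FBS added, cells plated, 37 C overnight; FluxOr/Red40 loading buffer 45 min RT; stimulation buffer, 2 min kinetic read; rate constant normalized.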
# B2AR arrestin = agonists driving beta-arrestin recruitment to human beta2-adrenergic receptor; P07550; beta-arrestin recruitment to beta2AR, cell-based reporter; Potency, µM (top dose mostly 46.1 µM), for inactives: at the highest dose activation, actives largely listed as activators; actives 0.02% (n = 330,000);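 also: potency is read from the fitted curve at half-maximal effect; 0% = DMSO controls and full agonism = EC100 isoproterenol or metaproterenol; nearly all actives have a fitted effect of over 65% in size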
# Coupling enz = inhibits coupling enzyme system, counter-screen for aldolase hits. coupling enzyme system counterscreen, AmpLite Red fluorescence. activity change, negative = inhibition, % at 58.2 µM, hits read low. actives 0.67% (n = 290,000). AID 2472; in the data active = activity change below about -30%; also: % is scaled to controls: 0 for no effect and ±100 for the full control effect
#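 Counterscreen lacking aldolase: glyceraldehyde-3-phosphate coupling-enzyme reagent preincubated 10 min at RT with compound (at 57.5 uM final), then substrate/coupling system with AmpLite Red added; fluorescence read at 525/598 nm after 20 min RT.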
# hERG WT inh = inhibitors of human wildtype KCNH2 potassium channel; activity change, % at 1.84 µM; U2OS, BacMam KCNH2, thallium flux FluxOr; active compounds read low; actives 0.37% (n = 340,000); Q12809;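 active = maximum activity change below -70%; inconclusive = maximum activity change between -70% and -50%; inactive = maximum activity change above -50%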; also: % is scaled to controls: 0 for no effect and ±100 for the full control effect
#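 U2OS cells were transduced with wild-type KCNH2 virus (2.03 x 10^8 / mL) for 4 h at room temperature, then cultured overnight at 37 C. Thallium flux was read with FluxOr dye. Rate constants were normalized to DMSO controls.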
# GALK inh = blocks human galactokinase activity; actives 0.007% (n = 270,000); Potency, µM (doses to about 57.5 µM), for the others: at the highest dose activity change, negative = inhibition, usual class: inhibitors; Purified GALK, Kinase-Glo residual ATP luminescence; P51570; AID 1868; also: potency is read from the fitted curve at half-maximal effect; % is scaled to controls: 0 for no effect and ±100 for the full control effect
# Target sequence (P51570 whole entry, looked up): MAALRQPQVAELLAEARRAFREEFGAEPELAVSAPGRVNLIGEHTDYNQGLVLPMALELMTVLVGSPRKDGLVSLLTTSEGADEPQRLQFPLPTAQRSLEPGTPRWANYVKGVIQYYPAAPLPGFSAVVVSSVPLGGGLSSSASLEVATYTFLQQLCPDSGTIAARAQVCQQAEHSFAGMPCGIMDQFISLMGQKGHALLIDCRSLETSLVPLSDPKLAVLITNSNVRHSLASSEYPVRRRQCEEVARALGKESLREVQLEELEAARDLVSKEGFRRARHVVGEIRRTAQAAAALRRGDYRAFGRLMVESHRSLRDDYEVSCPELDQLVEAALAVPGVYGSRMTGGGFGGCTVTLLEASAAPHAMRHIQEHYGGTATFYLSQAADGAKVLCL
#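 The enzyme phosphorylates galactose (100 uM) using ATP (35 uM); inhibition is detected as higher residual ATP, quantified by bioluminescence after 1 h reaction at room temperature, pH 8.0.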
# PKM2 activator = increases activity of human pyruvate kinase M2. AID 1631. Potency, µM (highest dose often 57.5 µM), without a hit: at the top dose activation, most hits filed as activators. purified PKM2, Kinase-Glo ATP luminescence, activation; response scale: 0% is enzyme alone, no compound. actives 0.34% (n = 260,000). P14618; also: potency is read from the fitted curve at half-maximal effect; % is scaled to controls: 0 for no effect and ±100 for the full control effect; nearly all actives have a fitted effect of over 55% in size
#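 Kinase-Glo luminescence reports ATP generated from ADP (0.1 mM) and PEP (0.5 mM) by purified hPK-M2 after 1 h at room temperature, pH 7.2 imidazole buffer; intermediate enzyme activity allows detecting inhibitors and activators.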
# USP2a inh = blocks human ubiquitin-specific protease USP2a | O75604 | USP2 core, Ub-CHOP2 coupled fluorogenic reporter, 485/531 | Potency, µM (titrated, usually from 38.3 µM), inactives show top-dose activity change, negative = inhibition, hits mostly inhibitors | actives 0.01% (n = 330,000) | AID 463254;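 also: potency is read from the fitted curve at half-maximal effect; plate controls were DMSO wells for no effect and full inhibition by NEM control for full effect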
#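 Deubiquitinase activity read as fluorescence (485/531 nm) after Ub-CHOP2 cleavage activates the enterokinase reporter on its substrate; USP2 core 10nM, Ub-CHOP2 and substrate 25nM each, 30min compound preincubation then 60min RT; data normalized to NEM, curves fitted.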
# Menin MLL FP TR = displaces Texas Red mutant MLL peptide from human menin. O00255. Menin + Texas Red MLL mutant peptide, fluorescence polarization. Potency, µM (doses to about 61.6 µM), without a hit: at the highest dose FP activity change, negative = inhibition, hits mostly inhibitors. actives 0.23% (n = 270,000); active = well fitted inhibition curve with a large enough effect in the polarisation, with a control signal flat, not every such curve was filed as active; inconclusive = small, poorly fitted or top-dose-only effect, or effect the other way, or a change in a side signal; inactive = no such curve, though single readings can be large or run the other way; the % refers to the polarisation; also: potency is read from the fitted curve at half-maximal effect; % of control where 0% means no effect; many of its hits are not listed in these tables
# Target sequence (O00255 whole entry, looked up): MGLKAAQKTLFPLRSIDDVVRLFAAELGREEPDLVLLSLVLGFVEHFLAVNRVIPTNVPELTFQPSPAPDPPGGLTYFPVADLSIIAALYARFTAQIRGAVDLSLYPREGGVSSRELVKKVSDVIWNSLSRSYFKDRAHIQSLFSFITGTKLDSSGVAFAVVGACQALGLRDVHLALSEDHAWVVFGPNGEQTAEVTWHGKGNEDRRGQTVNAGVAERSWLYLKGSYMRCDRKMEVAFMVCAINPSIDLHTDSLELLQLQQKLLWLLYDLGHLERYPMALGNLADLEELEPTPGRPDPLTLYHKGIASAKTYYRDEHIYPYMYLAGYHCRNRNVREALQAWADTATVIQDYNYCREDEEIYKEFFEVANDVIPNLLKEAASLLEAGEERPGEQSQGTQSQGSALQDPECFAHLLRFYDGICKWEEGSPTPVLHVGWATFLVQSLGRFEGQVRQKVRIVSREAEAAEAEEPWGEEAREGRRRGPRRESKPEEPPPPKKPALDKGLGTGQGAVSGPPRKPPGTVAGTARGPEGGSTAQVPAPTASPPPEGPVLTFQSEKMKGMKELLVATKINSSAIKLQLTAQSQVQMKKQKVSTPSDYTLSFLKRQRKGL
# TRPV1 ag = agonists of human vanilloid receptor 1 (TRPV1). Q8NER1. TRPV1-expressing cells, Fluo-8 calcium influx, agonist mode. activation, % at 8.33 µM. actives 0.19% (n = 320,000). AID 540275; in the data active = activation above about 80%; inconclusive = between about 30% and that limit; also: 0% is about no effect
#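 Fluo-8 calcium influx in TRPV1-expressing cells, kinetic read (ex 480/em 520 nm). Compound added and read 3 min for agonist activity, followed by capsaicin at EC20 final and 2 min further read for enhancement.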
# Giardia kill = Giardia lamblia killing; Giardia lamblia trophozoite viability; activity change, % at 7.66 µM, hits read low; actives 0.15% (n = 340,000); in the data active = activity change below about -80%; inconclusive = between about -30% and that limit;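 also: parasites exposed to compound for two days anaerobically before the ATP read; % is scaled to controls: 0 for no effect and ±100 for the full control effect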
#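 Luminescent ATP signal served as the viability read-out, measured 15-30 min after adding ATP detection reagent to trophozoites that had been incubated with compounds for 48 hrs at 37 deg C anaerobically at 100 cells/well.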
# MLL CXXC-DNA inh = blocks binding of human MLL CXXC domain to DNA. actives 0.037% (n = 290,000). MLL-CXXC / FITC-HOXA9 DNA fluorescence polarization. Potency, µM (titrated, usually from 115 µM), without a hit: top-dose activity change, negative = inhibition, actives largely listed as inhibitors. AID 2662. Q03164; active = well fitted inhibition curve with a large enough effect in the polarisation, with a control signal flat, not every such curve was filed as active; inconclusive = small, poorly fitted or top-dose-only effect, or effect the other way, or a change in a side signal; inactive = no such curve, though single readings can be large or run the other way; the % refers to the polarisation; also: potency is read from the fitted curve at half-maximal effect
#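 Fluorescence polarization: 7 uM MLL-CXXC (stock) preincubated 5 min with compounds, then 50 nM fluorescein-HOX-A9 DNA (stock) added; 30 min ambient. Buffer 50 mM Tris-HCl pH 7.5, 50 mM NaCl, 1 mM DTT, 0.05% BSA.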
# * marks the source's active call; other numbers are inactive results; i = inactive; ? = inconclusive; · = no result given; [ ] = dose if it differs, or a comment. Unless noted, calls follow the shape of the dose curve; as a rule, active = well fitted curve in the direction sought with a large enough effect; inconclusive = small, poorly fitted or top-dose-only effect, or another doubt; inactive = no such curve, though single readings can be large; an effect the other way counts as inactive or inconclusive. Some of the compounds tested (hit frequency here may not be typical).
SMILES,KCNH2 3.1 block,B2AR arrestin,Coupling enz,hERG WT inh,GALK inh,PKM2 activator,USP2a inh,Menin MLL FP TR,TRPV1 ag,Giardia kill,MLL CXXC-DNA inh
C/C(=N\N1CCN(C)CC1)c1ccc(OC(F)F)cc1,-4,-1.0%,0,-1,-8%,-3%,3%,10%,-2,2,-22%
FC(F)(F)c1nc2ccccc2n2c(-c3ccc(Cl)cc3Cl)nnc12,1,0.0%,4,-6,-4%,2%,2%,-14%,-3,6,-2%
CCC(=O)Nc1ccc(S(=O)(=O)N2CCc3ccccc3C2)cc1,26,-0.6%,2,-6,3%,18%,3%,0%[11.7 µM],·,4,2%
COc1ccc(/C=N/Nc2ccc([N+](=O)[O-])cc2S(=O)(=O)N2CCN(C)CC2)cc1,-28,-0.2%,-1,-12,1%,-7%,4%,-9%,1,6,28%
Cc1cc(NC(=O)CCC(=O)N(c2ccccc2)C(C(=O)NC2CCCC2)c2ccccc2C)no1 (stereo not given),-8,0.0%,1,-3,12%,·,2%,?,6,-17,8%
O=S(=O)(CCc1ccncc1)C1Cc2cccc3cccc1c23 (stereo not given),-4,0.0%,-3,9,1%,-5%,-1%,·,18,-18,-3%
O=C(COC(=O)COc1cc(Cl)c(Cl)cc1Cl)NC1CC1,16,-0.3%,·,-5,·,·,3%,·,·,-5,·
COc1ccc(C2=NO[C@H]3C[C@](C(=O)NC(C)C)(S(=O)(=O)c4ccccc4)C[C@@H]23)cc1,1,0.4%,-2,-25,·,2%,0%,-7%,-4,-21,11%
NC(=S)NN=Cc1ccc(-c2ccc(S(=O)(=O)Nc3ncccn3)cc2)o1,-11,-0.3%,·,0,·,·,0%,·,·,-7,·
Cc1ccc(/C=C/C(=O)NCc2cccs2)c(C)c1,4,-0.3%,-17,4,4%,1%,2%,-3%,?,1,-7%
Cc1ccc(NC(=O)CN(C)C(=O)c2ccccn2)cc1,-8,-1.6%,·,-11,·,·,2%,·,-2,-5,·
COc1cc(/C=C(\C#N)c2nc3ccccc3[nH]2)ccc1Oc1ccc([N+](=O)[O-])cn1,-2,2.2%,-1,1,-2%,-3%,2%,?,?,7,21%
COc1ccc(C(=O)NNC(=O)c2ccncc2)cc1[N+](=O)[O-],7,0.2%,0,-10,-3%,·,3%,14%,-4,1,45%[activator]
CCCCSCCCNC(=O)Nc1ccc(C)c(C)c1,10,-0.1%,1,3,-1%,-6%,-5%,-21%,1,-7,10%
COC(CNC(=O)CCc1c(C)nc2c(-c3ccc(F)cc3)c(C)nn2c1C)OC,5,-0.2%,-2,6,0%,-1%,1%,·,19,17,-4%
NC(=O)Cc1c[nH]c2cccc(O)c12,4,0.1%,-19,4,3%,20%,-1%,6%,-1,2,1%
CCc1ccccc1NC(=O)CCN1C(=O)C2CC=CCC2C1=O (stereo not given),-20,-0.8%,-1,-28,-1%,-3%,0%,-4%,-1,-21,8%
Cc1ccc(C)n1-c1ccc(C(=O)NN)cc1,-5,0.2%,-1,12,1%,3%,-1%,-13%,-1,-10,-7%
CCCCn1c(Cn2nc(C(=O)O)c3ccccc3c2=O)nc2cc(S(N)(=O)=O)ccc21,-4,-0.4%,-4,4,-2%,·,2%,28%,0,9,35%[activator]
COc1ccc(N(CC(=O)Nc2cccc(SC)c2)S(C)(=O)=O)cc1,20,0.2%,-1,-9,2%,3%,-1%,5%,-3,-15,4%
Cc1cc(C)n(CCCNC(=O)C(C)(C)Oc2ccc(Cl)cc2)n1,10,0.2%,·,-2,·,·,0%,·,0,-3,·
COc1ccc(C(=O)N/C(=C\c2ccco2)C(=O)OCc2ccco2)cc1,0,-0.8%,-1,0,·,-2%,2%,·,1,13,7%
CCOC(=O)N1CCN(CC(O)COCC2=CCC3CC2C3(C)C)CC1 (stereo not given),-42,-0.4%,-3,6,5%,-1%,-1%,-3%,-3,21,-6%
Cc1ccc(C(=O)Nc2ccc(CC(=O)O)cc2)o1,0,0.0%,3,8,-1%,-7%,0%,·,3,17,-5%
O=C(c1cc(Cl)ccc1Cl)N1CCN(Cc2ccccc2)CC1,19,-1.2%,2,12,2%,20%,0%,-19%,12,?,-15%
O=C(O)Cc1ccc(NC(=O)c2cnccn2)cc1,3,-0.3%,-1,16,0%,-15%,5%,-17%,3,9,?
Cc1cc(C)cc(-n2c(C)cc(/C=N/NC(=O)c3ccncc3)c2C)c1,5,0.4%,-2,12,0%,-7%,-1%,-27%,?,-8,-4%
Cc1cc(C(=O)CCC(=O)N2CCN(c3ccccc3F)CC2)c(C)s1,8,-0.1%,0,1,-1%,-1%,1%,?,?,-1,4%
O=C(O)c1ccc(-n2cccn2)c([N+](=O)[O-])c1,6,0.1%,3,i,5%,0%,3%,5%,2,-1,6%
CC1(C)COC2(OC1)C(=O)N(CN1CCOCC1)c1ccccc12,2,0.0%,7,-3,5%,-2%,2%,13%,2,-2,-2%

# Reprinted from the part before: 3 compounds, then new ones.
SMILES,KCNH2 3.1 block,B2AR arrestin,Coupling enz,hERG WT inh,GALK inh,PKM2 activator,USP2a inh,Menin MLL FP TR,TRPV1 ag,Giardia kill,MLL CXXC-DNA inh
Cc1cc(C(=O)CCC(=O)N2CCN(c3ccccc3F)CC2)c(C)s1,8,-0.1%,0,1,-1%,-1%,1%,?,?,-1,4%
O=C(O)c1ccc(-n2cccn2)c([N+](=O)[O-])c1,6,0.1%,3,i,5%,0%,3%,5%,2,-1,6%
CC1(C)COC2(OC1)C(=O)N(CN1CCOCC1)c1ccccc12,2,0.0%,7,-3,5%,-2%,2%,13%,2,-2,-2%
CCCNC(=O)CN1CCC(c2nc3ccccc3[nH]2)CC1,-33,0.0%,·,-4,5%,·,0%,·,-2,-20,2%
Cc1ccn2c(NCc3ccccc3)c(-c3cccs3)nc2c1,-5,0.1%,-2,0,-1%,-3%,-2%,-22%,?,-7,-12%
O=C(c1cc(-c2ccc(Cl)cc2)nc2ccccc12)N1CCC1,-12,-0.5%,·,-1,·,·,-1%,·,12,11,·
OC(COCc1ccc(Cl)cc1)CN1CCCCC1 (stereo not given),-5,-0.1%,·,8,1%,·,0%,·,-2,-3,10%
CCOc1ccc(C(=O)N2CCN(Cc3ccccc3)CC2)cc1OCC,-7,-0.5%,1,25,·,-2%,-1%,-27%,-1,0,3%
COCCNC(=O)c1ccc(CS(=O)(=O)c2ccccc2C)o1,-7,0.4%,0,12,-5%,·,7%,?,-4,-1,-12%
Cc1ccc(S(=O)(=O)/N=C(/Nc2cccc(C(=O)O)c2)c2ccccc2)cc1,-9,-0.2%,7,2,1%,-6%,2%,16%,-1,-12,-5%
COc1cc(OC)c(C2SCCCS2)cc1OC,13,0.4%,4,-3,3%,-9%,2%,5%,-2,-14,1%
Cc1ccc(-n2nc3c([n+]2[O-])CCc2c-3no[n+]2[O-])cc1,14,0.0%,0,2,3%,0%,2%,6%,-1,11,-13%
O=C(CN1CCOCC1)Nc1ccc(Cl)cc1,4,0.3%,1,-14,3%,-4%,1%,-7%,-4,-20,12%
COCCNC(=O)c1ccccc1NC(=O)c1ccccc1N(C)S(C)(=O)=O,-1,-0.3%,5,-8,-3%,1%,0%,-13%,-3,-3,-2%
O=C(O)COc1ccc2occ(C(=O)c3ccccc3)c2c1,-3,-0.2%,18,-1,-6%,1%,3%,?,1,-11,-7%
CC(NCc1cccs1)c1ccccc1 (stereo not given),8,-0.2%,4,14,-2%,8%,10%,7%,0,8,3%
O=C(NCc1ccncc1)C(=O)NCC1OCCN1S(=O)(=O)c1ccc(Cl)cc1 (stereo not given),4,-1.1%,·,1,2%,-1%,1%,·,1,-8,6%
CCCCC(=O)Nc1ccc(C(=O)Nc2cccnc2)cc1,0,0.3%,4,7,3%,-5%,-1%,-1%,4,-8,1%
N#CCOC(=O)c1cc(S(=O)(=O)N2CCCCC2)ccc1N1CCOCC1,5,0.0%,·,-4,·,·,-1%,·,1,18,·
CC1(C)N=C2C(=[N+]1[O-])CCC/C2=N\O,9,-0.9%,2,-2,2%,-3%,1%,1%[11.7 µM],·,4,4%
O=C(N/N=C/c1ccccc1F)c1csc2c1CCCC2,-11,-2.2%,0,13,-3%,0%,2%,23%,?,24,-3%

# Screening data as filed in PubChem BioAssay.
